Assay outcomes as filed in PubChem BioAssay.
TRHR agonist: agonists of human TRH receptor; TRHR cells, calcium flux fluo-8, FDSS agonist mode; actives 0.18% (n = 360,000); P34981; activation, % at 2 µM; in the data active = activation above about 30%; also: 0% is about no effect
Target sequence (P34981 whole entry, looked up): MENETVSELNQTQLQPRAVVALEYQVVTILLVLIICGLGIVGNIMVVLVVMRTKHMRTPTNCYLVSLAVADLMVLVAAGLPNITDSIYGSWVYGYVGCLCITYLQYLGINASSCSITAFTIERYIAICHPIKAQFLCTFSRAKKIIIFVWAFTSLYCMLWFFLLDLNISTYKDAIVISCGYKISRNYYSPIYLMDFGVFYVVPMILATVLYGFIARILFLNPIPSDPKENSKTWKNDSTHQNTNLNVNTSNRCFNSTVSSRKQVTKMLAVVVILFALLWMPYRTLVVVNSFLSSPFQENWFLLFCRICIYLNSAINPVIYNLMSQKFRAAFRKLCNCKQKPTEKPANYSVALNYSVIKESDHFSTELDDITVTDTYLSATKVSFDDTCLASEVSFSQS
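Agonist-mode FDSS calcium read (Ex 480/Em 530, 1 s cycles) in 1536-well TRHR cells with fluo-8 dye, after 10-cycle baseline and 23 nL compound addition; TRH at EC20 (10 nM final) added afterwards for the enhancer phase.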
APE1 inh: blocks human APE1 abasic DNA cleavage. Potency, µM (titrated, usually from 65.8 µM), inactives show top-dose activity change, negative = inhibition, usual class: inhibitors. P27695. AID 2517. actives 0.35% (n = 350,000). recombinant APE1, TAMRA/BHQ-2 abasic DNA cleavage fluorescence;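 also: potency is read from the fitted curve at half-maximal effect; plate controls were vehicle for no effect and reference inhibitor for full effect; nearly all actives have a fitted effect of over 55% in size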
Target sequence (P27695 whole entry, looked up): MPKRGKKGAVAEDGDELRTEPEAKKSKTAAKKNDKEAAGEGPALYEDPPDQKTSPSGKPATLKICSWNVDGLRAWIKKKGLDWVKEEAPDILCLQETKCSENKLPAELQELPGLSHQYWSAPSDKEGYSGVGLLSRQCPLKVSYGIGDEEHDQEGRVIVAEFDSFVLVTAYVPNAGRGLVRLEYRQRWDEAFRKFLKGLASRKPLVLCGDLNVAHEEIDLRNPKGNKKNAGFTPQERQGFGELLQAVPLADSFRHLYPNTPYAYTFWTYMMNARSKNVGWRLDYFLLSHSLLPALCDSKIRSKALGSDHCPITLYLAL
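APE1 at 0.75 nM preincubated 15 min at room temperature with compound. Reaction then started with 50 nM double-stranded THF-abasic substrate labelled with TAMRA/BHQ-2, and 525/598 nm fluorescence read kinetically. Activity taken as third-minus-first read difference, normalized to DMSO and NSC13755 controls.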
Pol kappa inh: inhibitors of human DNA polymerase kappa. Q9UBT6. purified Pol kappa, fluorescent DNA synthesis assay, 10 min. Potency, µM (series often up to 107 µM), for the others: at the top dose activity, negative = inhibition, hits mostly inhibitors. actives 0.53% (n = 400,000). AID 588579; also: potency is read from the fitted curve at half-maximal effect; % is scaled to controls: 0 for no effect and ±100 for the full control effect
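Kinetic fluorescence readout at 0 and 10 min followed reaction start with substrate at 50 nM final. Beforehand, enzyme (10 nM Pol kappa) stood 15 min with compound at room temperature; buffer-only wells were negative controls.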
POLB inh: DNA polymerase beta (human) inhibition; P06746; Pol beta primer extension/strand displacement, fluorescence kinetic; Potency, µM (doses to about 114 µM), for inactives: at the highest dose activity change, negative = inhibition, actives largely listed as inhibitors; actives 1.3% (n = 340,000); AID 485314; also: potency is read from the fitted curve at half-maximal effect; % is scaled to controls: 0 for no effect and ±100 for the full control effect
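Kinetic readout of DNA synthesis with strand displacement by Pol beta. Compound and 10 nM enzyme sit 15 min at room temperature; 50 nM substrate starts the reaction, read immediately and at 10 min.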
Anesthetic bind: binds horse apoferritin like a general anesthetic. P02791. apoferritin/1-aminoanthracene competitive binding, fluorescence. Potency, µM (titrated, usually from 77.5 µM), for the others: at the highest dose activity change, negative = displacement, usual class: inhibitors. actives 0.074% (n = 350,000). AID 485281; also: potency is read from the fitted curve at half-maximal effect; % is scaled to controls: 0 for no effect and ±100 for the full control effect; nearly all actives have a fitted effect of over 20% in size
Target sequence (P02791 2-175 limits assumed): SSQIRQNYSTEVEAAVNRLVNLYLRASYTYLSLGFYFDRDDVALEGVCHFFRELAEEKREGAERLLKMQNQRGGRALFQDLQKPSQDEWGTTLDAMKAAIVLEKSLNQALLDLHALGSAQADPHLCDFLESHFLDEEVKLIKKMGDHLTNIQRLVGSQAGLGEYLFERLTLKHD
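10 uM apoferritin + 50% sat. 1-AMA, PBS; cpd 10 min RT; Ex380/Em535 endpoint; normalized to free probe vs complex; 4-param Hill fit; propofol titration as pos. ctrl.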
POLI inh: blocks human DNA polymerase iota activity | Q9UNA4 | Pol iota fluorescent replication assay, 10 min | Potency, µM (top dose mostly 115 µM), for the others: at the highest dose activity, negative = inhibition, usual class: inhibitors | actives 1% (n = 390,000) | AID 588590; also: potency is read from the fitted curve at half-maximal effect
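Fluorescent replication assay read twice, at 0 min and 10 min after adding 50 nM (final) substrate. Enzyme (10 nM) and compounds were first incubated 15 min at room temperature; enzyme-free buffer wells were negative controls.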
BLM inh: inhibitors of human Bloom syndrome helicase BLM; P54132; actives 0.2% (n = 350,000); recombinant BLM DNA unwinding, fluorescence dequenching; Potency, µM (highest dose often 56.1 µM), without a hit: at the highest dose activity change, negative = inhibition, actives largely listed as inhibitors; AID 2528;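 also: potency is read from the fitted curve at half-maximal effect; plate controls were vehicle for no effect and no enzyme for full effect; nearly all actives have a fitted effect of over 35% in size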
ERG-DNA inh: ERG Ets/DNA interaction inhibition. AID 624246. Potency, µM (highest dose often 76.9 µM), for the others: top-dose FP activity, negative = inhibition, actives largely listed as inhibitors. fluorescence polarization, His-ERG Ets domain / labelled DNA. actives 0.028% (n = 370,000); active = well fitted inhibition curve with a large enough effect in the polarisation, with a control signal flat; inconclusive = small, poorly fitted or top-dose-only effect, or effect the other way, or a change in a side signal; inactive = no such curve, though single readings can be large or run the other way; the % refers to the polarisation;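 also: polarization taken with two DNA probes labelled with fluorescein and Texas red; potency is read from the fitted curve at half-maximal effect; % of control where 0% means no effect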
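His-tagged ERG Ets domain (1 uM in the protein solution; 300mM KCl, 50mM Tris-HCl, 1mM EDTA, 1mM DTT, pH 7.5) received compound, then a probe mix of 5 nM fluorescein-DNA and 100nM Texas-615-DNA. Fluorescence polarization was read for both dyes.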
12-LOX inh: inhibitors of human 12S-lipoxygenase ALOX12; AID 1671190; purified 12hLO, xylenol orange hydroperoxide absorbance; actives 1.1% (n = 580,000); P18054; Potency, µM (series often up to 108 µM), inactives show at the top dose activity change, negative = inhibition, actives largely listed as inhibitors; also: potency is read from the fitted curve at half-maximal effect; % is scaled to controls: 0 for no effect and ±100 for the full control effect
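Hydroperoxide product was detected by ferrous iron/xylenol orange as the 573 to 405 nm absorbance ratio. Arachidonic acid at 40 uM (final) was turned over for 30 min at room temperature by 150 nM human 12hLO, pH 7.0 Hepes buffer, after 15 min compound preincubation.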
Active calls of the source: *; ? = inconclusive; . = not tested or not shown; & = joins results of further samples; [ ] = another dose, or the depositor's remark. Unless noted, calls follow the shape of the dose curve; as a rule, active = well fitted curve in the direction sought with a large enough effect; inconclusive = small, poorly fitted or top-dose-only effect, or another doubt; inactive = no such curve, though single readings can be large; an effect the other way counts as inactive or inconclusive.

Every second line gives: TRHR agonist	APE1 inh	Pol kappa inh	POLB inh	Anesthetic bind	POLI inh	BLM inh	ERG-DNA inh	12-LOX inh
#1 O=C(/C=C/c1ccc(Cl)cc1)N1CCN(Cc2ccccc2)CC1
  0.5	-1%	-11%	-19%	-14%	135%[activator]	0%	-5%	0%
#2 COCCOC(=O)C1=C(C)Nc2nc(C)nn2C1c1ccc(F)cc1 (stereo not given)
  0.3	0%	4%&1%	4%	-3%	24%&9%	8%	4%&-5%	-5%&0%
#3 CN1CCCCc2c1[nH]c1ccccc1c2=O
  0.3	9%	-11%	20%	8%	16%	-1%	3%	-1%
#4 Cc1cccc(C)c1NC(=O)CNC(=O)CCNC(=O)c1ccco1
  0.0	-8%	-4%	.	.	18%	.	1%	-1%
#5 COc1cc(CNc2ccc(CNc3ncn[nH]3)cc2)cc(Cl)c1OCc1ccccc1
  -1.3	3%	-23%	9%	5%	2%	-6%	-6%	16%
#6 CSCC[C@H](NC(=O)OC(C)(C)C)C(=O)NCC1CCC(C(=O)N[C@@H](Cc2ccccc2)C(=O)O)CC1 (stereo not given in full)
  -0.3	16%	-10%	-2%	-3%	135%[activator]	-3%	16%	-1%
#7 N#C/C(=C\c1cccc([N+](=O)[O-])c1)c1nnc2n1CCCCC2
  0.2	22%	0%	19%	-4%	14%	2%	10%	-26%
#8 O=C(Cc1ccccc1)Nc1cccc(-c2nc3cccnc3s2)c1
  0.6	.	-18%	4%	-6%	-16%	0%	-9%	-23%
#9 CCC(C)C(=O)Nc1ncc2c(n1)CC(c1cccs1)CC2=O (stereo not given)
  -0.3	-2%	-6%	23%	-9%	27%	1%	-5%	0%
#10 COc1ccc(-n2c(Cc3cc(=O)[nH]c(=O)[nH]3)nnc2SCC(=O)N2CCCC2)cc1
  1.0	-1%	1%	8%	-3%	19%	4%	-10%	-1%[57.4 µM]
#11 CNC(=O)C1CCN(C(=O)c2ccc(-c3ccccc3)cc2)CC1
  -0.5	-1%	-8%	2%	-10%	10%	0%	-12%	410%[activator]
#12 N#Cc1c2c(c(Nc3ccc(O)cc3)n3c1nc1ccccc13)CCC2
  -0.1	2%	-5%	2%	-2%	?	-3%	6%	-1%
#13 CCCCNc1nc(Cl)nc(Nc2ccc(C)cc2)n1
  .	.	13%	.	.	31%[activator]	.	3%	6%
#14 Oc1cccc(/C=N/N=C/c2cccc(O)c2O)c1O
  0.5	-32%	11µM*	0.32µM*	?	?	-3%	4%	0%
#15 CC(Sc1nc(N)cc(=O)[nH]1)C(=O)Nc1sc2c(c1C#N)CCCC2 (stereo not given)
  -1.1	8%	-4%	34%	-16%	39%[activator]	-4%	2%	-9%
#16 COc1ccccc1-n1cc(-c2ccccc2)c2c(=S)nc[nH]c21
  -1.6	83%[activator]	-6%	1%	-10%	33%	-6%	-5%	45µM*
#17 CC1CCN(CC(=O)Nc2ccc3c(c2)OCO3)CC1
  0.3	12%	1%	.	.	26%	.	-2%	-6%
#18 O=C(CSc1nc(-c2ccco2)nc2cc(=O)[nH]n12)Nc1ccccc1F
  0.5	.	-29%	?	3%	?	1%	-1%	-16%
#19 Clc1cccc(C2=NOC(c3nnc(-c4ccccc4)o3)C2)c1 (stereo not given)
  -0.8	-11%	-1%	-17%	2%	8%	-8%	3%	5%
#20 Cc1ccc(/C=N/NC(=O)CNC(=O)COc2ccccc2)cc1
  -0.9	7%	-3%	31%	4%	12%	5%	1%	-8%

Next part.
# | Molecule | TRHR agonist | APE1 inh | Pol kappa inh | POLB inh | Anesthetic bind | POLI inh | BLM inh | ERG-DNA inh | 12-LOX inh
21 | CCCN1C(=O)C(O)(CC(=O)c2ccc(CC)cc2)c2ccccc21 (stereo not given) | 0.7 | . | -10%[60.1 µM] | -2% | -5% | 7% | -1% | -9% | -12%
22 | CSc1nc2[nH]ncc2c(=O)[nH]1 | 0.2 | 0% | -7% | 16% | 1% | -3% | 2% | 2% | 11%
23 | CCOC(=O)CSc1nc2cc(C(=O)OC)ccc2c(=O)n1CCN1CCOCC1 | -0.6 | -7% | -3% | 20% | -13% | -3% | 0% | -5% | 0%
24 | COc1cc2[nH]c3c(c2cc1OC)CCN1CCCC[C@@H]31 | . | . | -11% | . | . | 23% | . | -4% | 9%
25 | O=C(Nc1ccccc1N1CCOCC1)c1ccc([N+](=O)[O-])o1 | 0.0 | 24% | -19% | 3% | -12% | 12% | -8% | -11% | 0%
26 | CNC(=O)C12CC3CC(C1)CC(c1ccc(C)cc1)(C3)C2 | 0.4 | 22% | 1% | 21% | -12% | 154%[activator] | -10% | 5% | 0%
27 | COc1ccc(N(CC(=O)NC2CC3CCC2C3)S(=O)(=O)c2ccccc2)cc1Cl (stereo not given) | -0.3 | 1% | -12% | 2% | -8% | 14% | -11% | -3% | 15%
28 | CCNC(=S)N/N=C/c1sc(N2CCCCC2)nc1-c1cccs1 | 1.8 | 7% | -8% | 2% | -4% | 44%[activator] | -6% | -1% | ?
29 | c1ccc(CNc2nc3ccccc3[nH]2)cc1 | -0.3 | 3% | -5% | 34% | -17% | -5% | -1% | . | 11%
30 | O=C(C1CCN(S(=O)(=O)c2cccc3nsnc23)CC1)N1CCn2c1nc1ccccc12 | . | -2% | -8% | 25% | -12% | 37%[activator] | -8% | -3% | .
31 | CC(=O)N1CCc2cc(S(=O)(=O)CCC(=O)NCCc3ccccc3)ccc21 | -0.7 | -9% | 6% | 34% | -6% | 6% | 1% | -3% | 13%
32 | Cc1cc(C)n(C(=O)c2ccc([N+](=O)[O-])cc2N)n1 | -3.9 | 4% | 2% | 26% | -3% | 103%[activator] | -14% | 5% | -5%
33 | CN1OC[C@@H]2CN(C(=O)C(C)(C)C)[C@H](c3cccc(-c4ccccc4)c3)C[C@@H]21 | . | . | 14% | . | . | 10% | . | 0% | 8%
34 | O=C(NCCC1=CCCCC1)C(c1ccccc1)c1ccccc1 | -0.1 | -2% | -16% | 5% | -3% | 31%[activator] | -8% | 2% | -2%
35 | CCC(C)(C)NC(=O)CN(C(=O)c1snc(C(N)=O)c1N)c1ccc2nc(C)sc2c1 | -0.7 | 1% | -5% | 1% | -14% | -8% | -10% | 9% | -4%
36 | COc1ccc(-c2cc(C(F)(F)F)c(C#N)c(SCC(=O)Nc3ccccc3F)n2)cc1 | 8.0 | . | 0% | -1% | 38%[activator] | 9% | -1% | 2% | -10%
37 | CCOC(=O)c1c(NC(=O)/C=C/C(=O)O)sc(C)c1-c1ccc(Cl)cc1 | -0.8 | 2% | 2% | -18% | -19% | ? | -14% | 12% | -14%
38 | Cc1ccccc1-c1nnc(SCC(=O)NC2CCS(=O)(=O)C2)n1C (stereo not given) | . | 0% | -23% | . | . | -16% | . | 0% | -2%
39 | COc1cccc(CCNC(=O)c2cnc3sc(N4CCOCC4)nn3c2=O)c1 | -0.1 | . | 4% | 22% | 20% | 21% | -1% | 4% | -19%
40 | CC1CCN(c2ccc3nnc(CCC(=O)Nc4cccc(F)c4)n3n2)CC1 | -0.6 | 36% | -11% | 6% | -13% | 28% | -2% | 2% | -3%
41 | CCOC(=O)c1cc(-c2ccccc2)n(-c2cccc(C(=O)Nc3cccc(SC)c3)c2)c1C | 0.6 | . | -7%[60.1 µM] | ? | 0% | -13% | -8% | 3% | -9%
42 | CCOC(=O)COc1ccc(S(=O)(=O)NCc2cccnc2)cc1 | 0.8 | -1% | -8%[60.1 µM] | -2% | -2% | 12% | 1% | . | 3%[57.4 µM]
43 | Cc1cccc(NC(=O)C(=O)NCC(c2cccnc2)N2CCc3ccccc32)c1C (stereo not given) | 0.0 | . | -9% | 6% | 3% | -3% | -3% | -2% | -4%
44 | COc1ccccc1C1=NOC(COc2ccc3c(C)cc(=O)oc3c2)C1 (stereo not given) | 0.4 | 0% | 0% | 1% | -15% | 47%[activator] | 0% | 4% | ?

Some of the compounds tested; count on the stated rates, not on these rows.
